Source: PubChem
GPR151 activ – activators of human GPR151, primary screen, cell-based, PathHunter beta-arrestin, luminescence; G-protein coupled receptor 151 (Homo sapiens), Q8TDV0; AID 1508602, 2020; actives 1% (n = 650,000); PathHunter beta-arrestin GPR151 cells; activation, % at 11.2 µM; in the data active means activation above about 4.9%;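 further: 0% = median of compound wells and 100% = cells with positive control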
Target sequence (Q8TDV0 whole entry, looked up): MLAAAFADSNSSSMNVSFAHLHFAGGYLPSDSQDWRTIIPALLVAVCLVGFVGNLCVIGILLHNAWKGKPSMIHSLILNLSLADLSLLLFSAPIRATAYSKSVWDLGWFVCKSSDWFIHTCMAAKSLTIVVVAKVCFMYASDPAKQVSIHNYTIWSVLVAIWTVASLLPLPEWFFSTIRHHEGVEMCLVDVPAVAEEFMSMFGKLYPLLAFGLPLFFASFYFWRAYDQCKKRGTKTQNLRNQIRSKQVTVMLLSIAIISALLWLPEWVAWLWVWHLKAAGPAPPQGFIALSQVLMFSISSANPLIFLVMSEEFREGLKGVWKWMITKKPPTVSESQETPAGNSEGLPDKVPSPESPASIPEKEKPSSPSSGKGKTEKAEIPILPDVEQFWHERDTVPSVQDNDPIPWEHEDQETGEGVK
TEAD-YAP block – TEAD-YAP interaction inhibition, primary screen, TEAD-YAP interaction inhibitor project, luminescence, HEK-TIYL cells | inhibition, % at 9.12 µM | TEAD-Gal4/YAP UAS-luciferase luminescence | actives 1.4% (n = 640,000); in the data active means inhibition above about 32%;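 further: 0% = median of test compound wells and 100% = reference inhibitor wells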
MITF inh – MITF inhibitors, primary screen, biochemical, AlphaScreen, human. AID 1259374, 2018. actives 0.91% (n = 650,000). inhibition, % at 2.6 µM. AlphaScreen MITF homodimerization, bead proximity signal. Microphthalmia-associated transcription factor (Homo sapiens), O75030; in the data active means inhibition above about 50%;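 further: 0% = vehicle wells with protein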
Target sequence (O75030 whole entry, looked up): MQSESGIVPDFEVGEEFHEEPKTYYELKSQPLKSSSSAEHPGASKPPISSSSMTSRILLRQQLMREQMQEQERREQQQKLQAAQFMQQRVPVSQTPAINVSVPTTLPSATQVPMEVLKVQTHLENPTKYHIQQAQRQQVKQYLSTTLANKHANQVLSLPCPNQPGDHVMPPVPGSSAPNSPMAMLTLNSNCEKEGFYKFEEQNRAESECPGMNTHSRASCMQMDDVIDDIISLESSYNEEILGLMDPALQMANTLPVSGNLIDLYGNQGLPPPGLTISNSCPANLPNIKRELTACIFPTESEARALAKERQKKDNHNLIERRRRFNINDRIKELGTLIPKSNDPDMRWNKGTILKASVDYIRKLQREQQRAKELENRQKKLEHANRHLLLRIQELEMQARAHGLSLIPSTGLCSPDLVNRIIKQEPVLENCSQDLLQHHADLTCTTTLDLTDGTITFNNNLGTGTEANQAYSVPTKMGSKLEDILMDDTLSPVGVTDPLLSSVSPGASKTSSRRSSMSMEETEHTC
FBW7 activator – FBW7 E3 ligase activators, primary screen, biochemical, AlphaScreen, human; AlphaScreen FBW7–phospho-cyclin E peptide binding, activator screen; normalized activity (activation), % at 26.1 µM; actives 0.13% (n = 650,000); F-box/WD repeat-containing protein 7 (Homo sapiens), Q969H0; in the data active means normalized activity above about 1.9%;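 further: purified mutant Fbw7 with reduced substrate affinity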
The depositor's hits bear a star; . = no result given; & = joins results of further samples.

Compound,GPR151 activ,TEAD-YAP block,MITF inh,FBW7 activator
COCC(C)NC(=O)Cc1coc2cc(C)cc(C)c12 (stereo not given),0.4,-10.9,3.6,-0.2
COc1ccc(C(=O)N2CCCC(CCC(=O)NCc3ccc(F)c(F)c3)C2)o1 (stereo not given),0.2,-43.4,15.1,0.2
COC(=O)C1=C(C)NC(=O)NC1c1ccc(OC)c(O)c1Br (stereo not given),0.2,-5.7,-5.8,-0.2
COc1cc(OC)c(NS(=O)(=O)c2c[nH]c3ccc([N+](=O)[O-])cc23)cc1Cl,-1.6,-2.3,14.5,0.2
Cn1c(C2CCC(CNC(=O)Cn3c(=O)oc4ccccc43)CC2)nc2ccccc21 (stereo not given),2.8,11.0,6.5,-0.2
CCN1CCN(Cc2ccc(-c3ccccc3[N+](=O)[O-])o2)CC1,-0.1,-9.2,-21.1,-0.1
Nc1ccc(-c2nc3c(Cl)c(N)ccc3[nH]2)cc1Cl,-5.2,-2.1,-6.4,0.2
C/C(=N/NC(=O)c1ccccc1O)c1ccc(N2C(=O)C3CCCCC3C2=O)cc1 (stereo not given),-1.6,-33.5,-3.1,-0.1
O=C(COC(=O)/C=C/c1ccc2c(c1)OCO2)Nc1ncc(C(F)(F)F)cc1Cl,-1.2,0.1,22.4,0.3
COc1ccccc1CNc1nc(Cc2ccccc2)nc2sc3c(c12)CCCC3,0.2,-8.3,21.3,0.2
CCC(C)OC(=O)C1=C(C)NC2=C(C(=O)CC(c3ccc(OC)cc3)C2)C1c1ccc(Cl)c(Cl)c1 (stereo not given),0.3,2.1,-6.7,0.5
Cc1cc(-c2nnc(CCC(=O)NC(c3cccnc3)C(F)(F)F)o2)c(C)o1 (stereo not given),0.9,-1.3,-4.0,0.0
CCCC[C@@H]1CN2[C@@H](CC[C@@H](C)[C@@H]2c2ccc(Br)cc2)C(=O)O1,1.0&-0.2,.,-3.7&-0.1,-0.1&0.3
COc1ccc(CN2CCc3nnc(C(CC(C)C)NC(C)=O)n3CC2)c(C)c1C (stereo not given),-0.3,3.9,-3.0,-0.1
Clc1ccc(C2NCCS2)c(Cl)c1 (stereo not given),0.4,-2.2,-5.1,0.1
CC(C)(C)c1cc(CNNC(=S)NCCc2ccccc2)cc(C(C)(C)C)c1O,0.6,-0.3,2.8,-0.2
O=C(c1ccc2c(=O)n(Cc3ccco3)c(=S)[nH]c2c1)N1CCCC1,0.4,12.6,10.0,0.1
O=C(N=C1N=C2C=CC(I)=CN2Cc2ccccc21)c1ccncc1,-0.7,-56.2,-13.1,-0.1
CC1CCCN(C(=O)Cn2c(=O)oc3cc(S(=O)(=O)N4CCCCCC4)ccc32)C1 (stereo not given),0.4,-6.6,1.2,0.0
CCN(C(=O)CSc1nc2ccsc2c(=O)n1CCc1ccc(OC)c(OC)c1)c1cccc(C)c1,-1.1,4.8,5.4,-0.1

Exported as labelled records: 2 of the compounds above.
COc1ccc(CN2CCc3nnc(C(CC(C)C)NC(C)=O)n3CC2)c(C)c1C (stereo not given)
  GPR151 activ: -0.3
  TEAD-YAP block: 3.9
  MITF inh: -3.0
  FBW7 activator: -0.1
Clc1ccc(C2NCCS2)c(Cl)c1 (stereo not given)
  GPR151 activ: 0.4
  TEAD-YAP block: -2.2
  MITF inh: -5.1
  FBW7 activator: 0.1

The list continues:
Compound,GPR151 activ,TEAD-YAP block,MITF inh,FBW7 activator
COc1c(C(=O)Nc2cccc(C3OCCCO3)c2)ccc2ccccc12,1.6,-63.7,-2.3,-0.2
COc1cc(OC)cc(-n2nc(C(=O)NCCc3ccc(OC)c(OC)c3)c3ccccc3c2=O)c1,-0.2,3.1,4.8,0.1
O=C(CSc1nnnn1-c1ccccc1)NC12CC3CC(CC(C3)C1)C2,1.6,-1.1,16.5,0.7
Cc1c(CN2CCC(C3(C)NC(=O)N(C4Cc5ccccc5C4)C3=O)CC2)cnn1C (stereo not given),-0.1,2.1,2.3,-0.1
Cc1cccc(-n2nc([N+](=O)[O-])c(=NCc3ccc(F)cc3Cl)n2O)c1,-1.2,-5.1,7.0,-0.4
CC(=O)N1CCc2cc(NC3CCN(C)CC3)ccc21,-0.3,1.4,11.4,-0.1
CN(Cc1ccccc1)S(=O)(=O)c1ccc2c(c1)CCN2C(=O)CCC(=O)O,0.3,2.6,-6.3,-0.1
O=C(/C=C/c1ccc2c(c1)OCO2)N1CCN(c2ncccn2)CC1,1.8,-2.3,-0.3,-0.1
O=C(NCCc1ccc(Cl)cc1)C1C2C=CC3(CN(Cc4cccs4)C(=O)C13)O2 (stereo not given),-1.6,5.6,0.5,0.0
COC(=O)C1=C(C)NC(=S)NC1c1ccc(OCC(N)=O)cc1 (stereo not given),-1.0,-3.4,3.2,0.7
Cc1cccc(-c2noc(CCCC(=O)Nc3ccccc3C)n2)c1,1.8,-1.9,-4.9,-0.2
CC(C)N(CC(O)CN1C(=O)NC(C)(C)C1=O)C(C)C (stereo not given),0.3,8.1,0.8,0.0
Cc1ccc2c(c1)-c1c(cnn1CC(=O)NCCCN1CCOCC1)CO2,3.3,-0.1,1.3,0.3
O=C(NCCN1CCOCC1)c1cccc(-n2cc(N(S(=O)(=O)Cc3ccccc3)S(=O)(=O)Cc3ccccc3)cn2)c1,-0.5,-4.2,-0.2,0.2
O=C(Nc1ccccc1)c1csc(N2CCCC2CO)n1 (stereo not given),-2.9,-4.6,12.3,0.3
Cc1nc2sc(C(c3ccco3)N3CCN(c4ccc(F)cc4)CC3)c(O)n2n1 (stereo not given),0.8,-4.4,4.4,-0.2
COc1ccc(CCNc2ccnc(Nc3cccnc3)n2)cc1,0.2,-5.3,2.4,-0.2
O=Cc1cccn1-c1ccc2ccccc2c1,0.2,-27.7,-4.3,0.0
CC(C)(NC(=O)NC(C)(C)c1ccncc1)c1ccncc1,-0.1,3.1,3.2,-0.1
CCOc1cc(/C=C2/C(=O)NC(=O)N(C)C2=O)cc(Br)c1O,1.5,-4.6,-0.5,-0.6
Cc1ccc(C(=O)Nc2ccc(NC(=O)C(C)C)cc2)c(C)c1,-0.2,-6.3,-10.4,0.1
CCOc1cccc(CN2CCOc3ccc(CN4CCC(O)CC4)cc3C2)c1,0.3,-3.3,8.0,-0.2
COc1ccc(CCNC(=O)Cc2cn(-c3ccc(Nc4nccc5ccccc45)nn3)c3ccccc23)cc1,-1.1,-5.9,18.2,0.1
C/C(=N\Nc1nc2ccccc2[nH]1)c1c(F)cccc1F,0.3,-2.5,14.0,0.1
O=C(COc1ccccc1Cl)c1ccc(O)cc1O,0.7,1.6,-23.0,0.0
O=C(NC1CCCC1)c1ccccc1-c1nc2ccccc2[nH]1,-0.2,3.5,-1.6,0.0
O=C(COc1ccccc1CO)Nc1ccccc1,0.1,-6.3,-19.1,-0.1
Nc1ccc2c(c1)OCCOCCOCCO2,2.5,0.9,-2.6,-0.1
COc1ccc(Cl)cc1NC(=O)c1cc([N+](=O)[O-])ccc1N1CCOCC1,-0.2,-4.3,-1.9,0.0
COc1ccc(-c2nc(N3CCCC3)nc3n[nH]c(N)c23)cc1,-1.7,-0.7,7.3,0.0
CC1CCCC(NCc2c(C(=O)O)n(Cc3ccccc3)c3ccccc23)C1C (stereo not given),0.0,7.4,17.5,0.3
O=C(NCc1nc(-c2ccncc2)n[nH]1)c1ccc(Cl)cc1Cl,-1.2,4.0,5.3,-0.1
N#Cc1ccc(OCC(=O)Nc2ccc(I)cc2)cc1,-0.5,3.4,5.5,0.0
CCN(CCCn1c(=S)[nH]c2ccccc2c1=O)c1ccccc1,-1.8,-1.2,0.8,0.1
CC(C)(C)NC(=O)COC(=O)COc1ccccc1Cl,0.6,-2.0,8.7,0.0
O=C1CCCc2c1cc(C(=O)Nc1ccc(F)cc1)c(=O)n2-c1ccc(Cl)cc1,0.2,-1.9,-13.1,0.1
CNC(=S)Nc1ccc(Cl)c(C(F)(F)F)c1,0.2,-2.5,2.6,-0.1
COc1cc(OC)cc(-c2cn[nH]c2N)c1,1.3,2.5,8.3,0.0
CCCN1C(=O)c2cc(C(=O)O)ccc2C1O (stereo not given),4.1,4.0,10.5,-0.2
Cc1cccc(NC(=O)C2C3C=CC4(O3)C2C(=O)N(C2CC2)C4C(=O)NC2CCCCC2C)c1 (stereo not given),-0.8,0.0,12.5,0.2
Cn1c(-c2nc(C(=O)Nc3ccccc3)cs2)cc2ccccc21,1.0,-1.0,-7.4,0.9
Cn1c2ccc(Br)cc2c2nnc(SCC(=O)N(c3ccccc3)c3ccccc3)nc21,0.1,2.9,4.3,0.0
CCOC(=O)Nc1cccc(NS(C)(=O)=O)c1,2.3,-9.4,-7.4,-0.1
O=C(Nc1cccc2ccccc12)c1ccc2c(c1)C(=O)N(c1ccc(Oc3ccccc3)cc1)C2=O,2.0,6.4,-2.0,-0.1
CCCOc1ccc(NC(=O)C2CC(=O)N(CC)C(=NCC)S2)cc1 (stereo not given),-1.2,4.1,-7.4,-0.1
O=S(=O)(c1ccccc1)c1nc(-c2ccco2)oc1NCc1ccco1,2.2,-2.5,7.3,-0.1
O=C(COc1ccccc1)Nc1nc(-c2ccc(Cl)s2)cs1,-1.0,-1.5,-3.0,-0.1
Cc1ccn2c(=O)c(C(=O)Nc3ccc(F)c([N+](=O)[O-])c3)cnc2c1,-0.1,0.3,0.4,0.0
CCOC(=O)c1c(NC(=O)CSc2nnc(CNC(=O)c3ccccc3F)n2CCc2ccccc2)sc2c1CCCC2,0.6,-1.5,-6.2,0.0
Cc1cc(C)cc(OCC(=O)Nc2cccc(-c3nc4ncccc4o3)c2)c1,-0.7,-7.7,-10.7,0.2
CC(NS(=O)(=O)c1c(N)n(C)c(=O)n(C)c1=O)c1ccccc1 (stereo not given),3.4,-0.8,10.2,0.9
COc1ccc(-c2noc(CCC(=O)N(C)c3ccccc3)n2)cc1,-0.7,2.8,-4.7,0.1
CCOC(=O)C1CCCN(CC(O)COc2ccccc2Br)C1 (stereo not given),-1.0,-6.8,-3.5,0.1
COc1ccccc1N1CCN(C(=O)CC23CC4CC(CC(C4)C2)C3)CC1,0.6,0.2,7.5,0.0
c1cncc(-c2cc(NC3CCCCC3)nc(-c3cccnc3)n2)c1,1.0,17.0,46.3,0.3
O=[N+]([O-])c1ccc(/C=C/c2ccc3cccc(O)c3n2)cc1,-2.7,-43.8,0.0,0.0
COc1ccccc1N1C(=O)NC(=O)/C(=C/c2ccsc2)C1=O,0.4,8.2,5.1,-0.2
O=C(NC1CC2CCC1C2)c1ccc(NS(=O)(=O)c2ccccc2)cc1 (stereo not given),-1.4,8.3,1.2,0.0
O=C(CSC1=Nc2cccnc2Nc2ccccc21)Nc1cc(Cl)ccc1Cl,0.7,7.1,5.6,-0.1
CCCn1cnc2sc(-c3ccccc3)cc2c1=O,2.6,-76.0,-6.1,-0.2

Individual results from the entries so far:
O=C(COc1ccccc1)Nc1nc(-c2ccc(Cl)s2)cs1 in FBW7 activator shows -0.1
COc1ccccc1N1CCN(C(=O)CC23CC4CC(CC(C4)C2)C3)CC1 in FBW7 activator shows 0.0
CCCOc1ccc(NC(=O)C2CC(=O)N(CC)C(=NCC)S2)cc1 (stereo not given) in FBW7 activator shows -0.1
COc1ccccc1N1C(=O)NC(=O)/C(=C/c2ccsc2)C1=O in FBW7 activator shows -0.2
CCCn1cnc2sc(-c3ccccc3)cc2c1=O in TEAD-YAP block shows -76.0
Cc1cc(C)cc(OCC(=O)Nc2cccc(-c3nc4ncccc4o3)c2)c1 in FBW7 activator shows 0.2
Cn1c(-c2nc(C(=O)Nc3ccccc3)cs2)cc2ccccc21 in TEAD-YAP block shows -1.0

The results go on.
Compound,GPR151 activ,TEAD-YAP block,MITF inh,FBW7 activator
O=C(NCC(=O)N1CCN(c2ccccc2)CC1)c1ccccc1F,-0.4,-29.0,-7.0,0.0
Cc1cc(=O)[nH]c(SCC(=O)NCCc2ccccc2)n1,-1.1,4.1,-3.2,-0.3
OCCCNc1nc2ccccc2s1,-0.2,-21.7,-13.8,0.0
CCCS(=O)(=O)N1CCN(C2CCCCCCC2)CC1,1.1,10.1,31.1,0.1
